TGFb SMAD3 inh – blocks TGF-b signaling. AID 588855. hit rate 1.2% among 410,000. HepG2 CAGA-GFP TGF-b/SMAD3 reporter, GFP fluorescence, 18 h; TGF-beta stimulated, 500 pg/mL final. Potency, µM (top dose mostly 46.1 µM), inactives show at the top dose activity, negative = inhibition, actives largely listed as inhibitors; further: potency means the concentration at half of the fitted maximal effect; on the % scale 0 is the no-effect control and ±100 the full control effect; nearly all actives have a fitted effect of over 65% in size
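Read-out: total well GFP (ex488/em500-530) summed from mean per-cell fluorescence. Cells: HEPG2 CAGA-GFP, 1% FBS DMEM, 18 h at 37 degrees C with 500 pg/mL final TGF-beta. Unstimulated wells served as the full-inhibition control; stimulated DMSO wells = 0%.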
EPAC2 ag – activates human EPAC2 exchange factor | hit rate 0.079% among 360,000 | AID 720711 | Q8WZA2 | EPAC2 activation, biochemical qHTS; response scale: 100% = 6.5 mM cAMP response | Potency, µM (top dose mostly 154 µM), for inactives: at the highest dose activation, actives largely listed as activators; further: potency means the concentration at half of the fitted maximal effect; nearly all actives have a fitted effect of over 50% in size
Target sequence (Q8WZA2 whole entry, looked up): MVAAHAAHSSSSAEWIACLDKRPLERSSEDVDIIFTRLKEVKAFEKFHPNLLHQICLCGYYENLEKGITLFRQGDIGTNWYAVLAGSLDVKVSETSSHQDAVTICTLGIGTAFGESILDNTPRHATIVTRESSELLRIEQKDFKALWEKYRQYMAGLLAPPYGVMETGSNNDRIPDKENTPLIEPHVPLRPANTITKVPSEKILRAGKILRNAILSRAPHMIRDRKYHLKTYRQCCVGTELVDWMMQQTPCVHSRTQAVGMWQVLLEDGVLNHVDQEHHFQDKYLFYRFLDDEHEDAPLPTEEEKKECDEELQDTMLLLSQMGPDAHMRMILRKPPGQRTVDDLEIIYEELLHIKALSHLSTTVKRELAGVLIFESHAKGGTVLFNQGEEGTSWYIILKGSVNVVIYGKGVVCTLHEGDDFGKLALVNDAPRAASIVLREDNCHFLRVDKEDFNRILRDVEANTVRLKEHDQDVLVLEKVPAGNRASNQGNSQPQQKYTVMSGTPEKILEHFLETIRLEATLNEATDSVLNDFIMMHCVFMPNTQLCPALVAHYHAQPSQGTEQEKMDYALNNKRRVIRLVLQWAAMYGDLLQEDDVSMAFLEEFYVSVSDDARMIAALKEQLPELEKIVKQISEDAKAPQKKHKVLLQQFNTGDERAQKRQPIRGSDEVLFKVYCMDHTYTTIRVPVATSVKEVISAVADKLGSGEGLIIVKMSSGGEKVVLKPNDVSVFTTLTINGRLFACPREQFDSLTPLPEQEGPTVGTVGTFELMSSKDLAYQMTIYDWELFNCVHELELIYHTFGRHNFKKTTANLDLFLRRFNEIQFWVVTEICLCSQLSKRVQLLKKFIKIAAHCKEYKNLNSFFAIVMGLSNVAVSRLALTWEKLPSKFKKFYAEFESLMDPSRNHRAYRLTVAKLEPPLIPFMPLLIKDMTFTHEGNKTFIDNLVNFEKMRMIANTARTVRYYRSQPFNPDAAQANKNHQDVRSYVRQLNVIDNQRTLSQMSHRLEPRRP
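Fluorescence exchange assay: 100 nM EPAC2 with 250 nM RAP1B-BODIPY-GDP and 50 uM GDP; compounds tested as a concentration-titration series (qHTS). Loss of Rap1-bound BODIPY-GDP fluorescence read at 480/540 nm; data normalized to 6.5 mM cAMP.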
Nrf2 activator – activators of Nrf2 (ARE) signaling; AREc32 ARE-luciferase reporter (MCF7-derived line), luminescence, 24 h; hit rate 0.31% among 410,000; Potency, µM (highest dose often 46.1 µM), inactives show at the top dose activation, usual class: activators; further: potency means the concentration at half of the fitted maximal effect; % of control where 0% means no effect; nearly all actives have a fitted effect of over 65% in size
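Each well held 1000 AREc32 cells, which were incubated with compound for 24 hr at 37 deg C after overnight attachment, and ARE reporter activity was quantified by firefly luciferase luminescence.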
CCT chaperon mod – changes cytosolic chaperonin activity | purified chaperonin ATPase assay, HTRF ADP detection, 30 min | activity change, % (test concentration not listed), hits read low | hit rate 0.3% among 360,000 | AID 651819; in the data active means activity change below about -30%; further: on the % scale 0 is the no-effect control and ±100 the full control effect
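We incubate TRiC, 40 or 20 nM final, with library compounds at 76 uM and 10 uM ATP for 30 min at 37 °C. ADP formed is detected with Transcreener HTRF reagents after 30 min at room temperature.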
Nrf2 block – inhibitors of Nrf2 signaling. A549 ARE-Fluc reporter, luciferase luminescence, 18-24 h. Potency, µM (top dose mostly 46 µM), inactives show top-dose activity change, negative = inhibition, most hits filed as inhibitors. hit rate 2.1% among 360,000. AID 504444; further: potency means the concentration at half of the fitted maximal effect; on the % scale 0 is the no-effect control and ±100 the full control effect; nearly all actives have a fitted effect of over 60% in size
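Quantitative HTS in A549 cells stably bearing an antioxidant response element-firefly luciferase construct. Inhibition of Nrf2-driven transcription was scored by luminescence after 18-24 h of compound exposure at 37 °C.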
Mm-Cpn inhibitor – M. maripaludis TRiC chaperonin inhibition; purified Mm-Cpn ATPase, ADP Transcreener TR-FRET; hit rate 0.031% among 330,000; Potency, µM (highest dose often 76.9 µM), for inactives: at the top dose activity, negative = inhibition, hits mostly inhibitors; further: potency means the concentration at half of the fitted maximal effect; on the % scale 0 is the no-effect control and ±100 the full control effect; nearly all actives have a fitted effect of over 80% in size
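25 nM Mm-CPN + cpd, 10 min 37°C; + 10 uM ATP, 30 min 37°C; buffer 30 mM Tris pH 7.4, 100 mM KCl, 5 mM MgCl2, 1 mM DTT; Transcreener ADP HTRF detection 30 min RT.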
Akt phos inh – inhibitors of Akt phosphorylation; Neuro2A IGF-stimulated pAkt S473 HTRF, 20 min; active compounds read low; hit rate 0.32% among 360,000; activity change, % for hits at 50 µM; in the data active means activity change below about -80%; inconclusive means mostly about -51% to -80%; further: on the % scale 0 is the no-effect control and ±100 the full control effect
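Neuro2A cells (4,500/well, DMEM with 0.5% FBS) were treated with compound at a single 50 µM final concentration, stimulated with 6 nM IGF for 20 min at 37 °C, and lysed. Phospho-Akt Ser473 was read by HTRF as 665/615 ratio ×10^4.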
A549 viability – A549 cytotoxicity, counter-screen for Nrf2 inhibitors; A549 ARE-Fluc cells, CellTiter-Fluor viability, 18-24 h; Potency, µM (series often up to 46 µM), without a hit: at the highest dose activity change, negative = cytotoxicity, actives largely listed as inhibitors; hit rate 0.16% among 390,000; AID 504648; further: potency means the concentration at half of the fitted maximal effect; on the % scale 0 is the no-effect control and ±100 the full control effect
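A549 ARE_Fluc cells in 5% FBS OPTI-MEM were exposed to compounds in concentration-response for 18-24 h at 37 deg C. Viability was read by CellTiter-Fluor fluorescence (Ex 405/Em 525) after 30 min, before the luciferase read.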
EPAC2 antagonist – antagonists of human EPAC2; Q8WZA2; EPAC2 GEF exchange of Rap1B-BODIPY-GDP, fluorescence; Potency, µM (top dose mostly 114 µM), for the others: at the highest dose activity, negative = inhibition, usual class: inhibitors; hit rate 0.18% among 360,000; further: potency means the concentration at half of the fitted maximal effect; on the % scale 0 is the no-effect control and ±100 the full control effect; nearly all actives have a fitted effect of over 45% in size; many of its hits are not listed in these tables
Active calls of the source: *; i = inactive; ? = inconclusive; · = not tested or not shown; [ ] = dose if it differs, or a comment. Unless noted, the call rests on the fitted dose curve; in most records, active means well fitted curve in the direction sought with a large enough effect; inconclusive means small, poorly fitted or top-dose-only effect, or another doubt; inactive means no such curve, though single readings can be large; an effect the other way counts as inactive or inconclusive. A portion of the library; rates above refer to the full screens.

SMILES	TGFb SMAD3 inh	EPAC2 ag	Nrf2 activator	CCT chaperon mod	Nrf2 block	Mm-Cpn inhibitor	Akt phos inh	A549 viability	EPAC2 antagonist
Nc1cc2c(cc1C(=O)c1ccccc1F)OCCO2	3%	1%	-0.2%	1.0	-26%	3%	i	-17%	-3%
Cc1ccc(OCc2cc(C(=O)N(C)CCc3nc4ccccc4[nH]3)no2)cc1C	?	7%	6.9%	0.8	13%	2%	i	8%	-13%
CC(C)Oc1ccc(CNC(=O)Nc2ccc3c(c2)N(C)C(=O)c2ccccc2S3)cc1	-3%	·	-0.6%	·	?	·	·	2%	·
Cc1ccc2nc(/C(C#N)=C/c3cn[nH]c3-c3ccc(F)cc3)[nH]c2c1	?	-10%	0.2%	-1.7	?	1%	i	?	-17%
O=C(NC1CC1)c1cccc(NC(=O)c2cn3ccccc3n2)c1	-13%	8%	1.9%	-1.4	25%	?	i	-2%	-7%
COc1ccc(-c2oc3ccc(-c4cc(OC)c(OC)c(OC)c4)cc3c2C#Cc2ccsc2)cc1	0%	7%	-0.5%	-0.8	-1%	1%	i	-4%	2%
COc1ccc(C(=O)NN2C(=O)C3C4C=CC(O4)C3C2=O)cc1 (stereo not drawn)	2%	10%	0.1%	-1.6	16%	2%	i	-8%	3%
CN1CCc2c(sc3nc(NN)n(-c4ccc(Cl)cc4)c(=O)c23)C1	-9%	1%	10%	0.0	14%	2%	i	0%	12%
N#Cc1ccc(N[C@@H]2CCN3C(=O)c4ccccc4[C@@H]3C[C@H]2O)cc1	-9%	6%	0.5%	0.8	?	0%	i	4%	-4%
CCOC(=O)c1cc2c(=O)n3ccccc3nc2n(Cc2ccco2)c1=NC(=O)c1c(F)cccc1Cl	?	·	7.3%	·	11%[9.27 µM]	·	·	12%	·
CC12CCC(C(=O)Nc3cc(F)ccc3F)(CC1=O)C2(C)C (stereo not drawn)	10%	8%	-0.7%	2.1	-2%	0%	i	3%	6%
C[C@@H]1CN([C@@H](C)CO)C(=O)CCCn2nncc2CO[C@@H]1CN(C)S(=O)(=O)c1ccc(-n2cccn2)cc1	14%	-1%	-0.3%	1.4	·	·	i	·	7%
Nc1nc(SCc2ccc3c(c2)OCO3)n[nH]1	0%	7%	-0.5%	1.3	9%	·	i	-11%	-2%
COc1ccc(CCNC(=O)COC(=O)c2ccc(N3CCCC3=O)cc2)cc1	17%	-5%	-0.7%	0.7	13%	-2%	i	-7%	1%
COc1ccc(OC)c(NC(=O)C(C)n2nc(C)c3c(C)n(-c4ccccc4)nc3c2=O)c1 (stereo not drawn)	-8%	·	4.6%	·	-14%	·	·	7%	·
Cc1ccc(-c2nc(CS(=O)(=O)CC(=O)NC(C)CCc3ccccc3)c(C)o2)cc1 (stereo not drawn)	11µM*	·	-0.3%	·	?	·	·	-12%	·
C=CCNC(=S)N/N=C/c1ccc(-c2ccc(Br)cc2)o1	0%	-4%	6.4%	-4.1	22%	-4%	i	5%	-6%
CN(C)/C=N/S(=O)(=O)c1cccn1-c1ncc(C(F)(F)F)cc1Cl	20%	12%	-0.6%	-6.9	0%	0%	i	-1%	7%
Cc1cc2nc(CS(=O)(=O)c3ccccc3)cc(=O)n2[nH]1	4%	6%	-0.9%	-2.9	0%	0%	i	-7%	0%
Cc1c(NS(=O)(=O)c2cccc(C(=O)NCc3cccc(Cl)c3)c2)c(=O)n(-c2ccccc2)n1C	-7%	-5%	-0.6%	-1.2	18%	·	i	0%	-1%

Single records, from the list above. Order of values: TGFb SMAD3 inh | EPAC2 ag | Nrf2 activator | CCT chaperon mod | Nrf2 block | Mm-Cpn inhibitor | Akt phos inh | A549 viability | EPAC2 antagonist
COc1ccc(OC)c(NC(=O)C(C)n2nc(C)c3c(C)n(-c4ccccc4)nc3c2=O)c1 (stereo not drawn) in the list: -8% | · | 4.6% | · | -14% | · | · | 7% | ·
CC(C)Oc1ccc(CNC(=O)Nc2ccc3c(c2)N(C)C(=O)c2ccccc2S3)cc1 in the list: -3% | · | -0.6% | · | ? | · | · | 2% | ·
O=C(NC1CC1)c1cccc(NC(=O)c2cn3ccccc3n2)c1 in the list: -13% | 8% | 1.9% | -1.4 | 25% | ? | i | -2% | -7%

(next part)
SMILES	TGFb SMAD3 inh	EPAC2 ag	Nrf2 activator	CCT chaperon mod	Nrf2 block	Mm-Cpn inhibitor	Akt phos inh	A549 viability	EPAC2 antagonist
O=C(NCCCC1CCCC1)C1CCC(=O)N(Cc2cccc(C(F)(F)F)c2)C1 (stereo not drawn)	?	-10%	-0.3%	-2.5	-25%	-3%	i	-11%	-20%
COc1ccc(NC(=O)c2cc(C3CCCCN3C(=O)c3ccc4c(c3)CCO4)on2)c(C)c1 (stereo not drawn)	-2%	21%	1.7%	0.7	·	·	i	·	9%
COc1cc2c(cc1OC)/C(=C/C(=O)c1ccc([N+](=O)[O-])c(C)c1)NCC2	0%	-28%	2.9%	-0.8	?	0%	i	?	23%
COCCn1c(Cc2ccccc2)nnc1SCc1nc2ccccc2c(=O)[nH]1	26%	10%	-0.2%	-2.7	·	-1%	i	-2%	2%
O=C(CCC(=O)NNc1nc2ccccc2c2nc(-c3ccccc3)nn12)NCCCN1CCCC1=O	0%	-1%	5.3%	-2.8	21%	-2%	i	-29%	7%
CCOC(=O)C1(Cc2cccc(F)c2)CCN(C(=O)C2CCC2)CC1	-2%	2%	0.2%	-1.7	3%	-2%	i	2%	0%
Cc1ccc(C(=O)NCc2ccco2)cc1S(=O)(=O)N1CCOCC1	5%	-2%	0.0%	0.4	16%	1%	i	-7%	5%
CCN1CCN(c2nc3c(c(=O)n(C)c(=O)n3C)n2CCSc2nccc(C)n2)CC1	1%	5%	-0.7%	-0.6	-2%	0%	i	-15%	4%
Cc1cc(Nc2ccccc2)nc(N2CCN(C(=O)c3ccc4c(c3)OCO4)CC2)n1	-2%	11%	0.3%	-7.5	13%	2%	i	14%	-6%
COC(=O)c1c(NC(=O)c2ccc(S(=O)(=O)N3CC(C)OC(C)C3)cc2)sc2c1CCN(C)C2 (stereo not drawn)	35%[activator]	12%	-0.2%	2.6	·	·	i	·	24%
O=C(O)CCn1[nH]c(=O)ccc1=O	-2%	0%	-1.3%	-1.6	4%	1%	i	5%	5%
CCCN1CCN(C(=O)CCc2nnc3ccc(N4CCN(c5cccc(OC)c5)CC4)nn23)CC1	-2%	5%	0.0%	1.1	7%	-10%	i	-3%	9%
N#Cc1ccncc1S(=O)c1ccc(Cl)cc1 (stereo not drawn)	-5%	1%	4.4%	-15	-9%	1%	i	-1%	0%
COCCNC(=O)C(c1ccc(O)cc1)N(Cc1cccs1)C(=O)CCC(=O)Nc1ccccn1 (stereo not drawn)	4%	2%	-0.2%	-1.3	-11%	-1%	i	-10%	8%
Cc1cc(=O)[nH]c(N/N=C/c2c(F)c(F)c(F)c(F)c2F)n1	5%	-6%	9.9%	-0.4	13%	0%	i	1%	5%
COc1cccc(NC(=O)C(Cc2ccccc2)NS(=O)(=O)c2ccc3c(c2)oc(=O)n3C)c1 (stereo not drawn)	?	·	2.1%	·	-19%	·	·	-7%	·
CN1CCN(S(=O)(=O)c2cccc(C(=O)N(C)C(c3ccccc3)c3ccccc3)c2)CC1	-8%	0%	0.3%	-1.9	-5%	-2%	i	-3%	0%
CCC(C)(C)NC(=O)C(c1ccc(C)cc1)N(CCN1CCOCC1)C(=O)CNC(=O)c1cccs1 (stereo not drawn)	18%	1%	-0.7%	-0.5	-28%	1%	i	0%	-3%
CCCCN(CC)CCCNC(=O)Cn1ncc2c3ccccc3n(Cc3ccc(F)cc3)c2c1=O	0%	·	-0.3%	·	5%	·	·	1%	·
CCOc1cccc2sc(N(CCCN(C)C)C(=O)c3ccc(C(=O)c4ccccc4)cc3)nc12	?	5%	4.3%	-0.2	-5%	0%	i	-3%	-5%

Some of the entries above, reformatted.
smiles,TGFb SMAD3 inh,EPAC2 ag,Nrf2 activator,CCT chaperon mod,Nrf2 block,Mm-Cpn inhibitor,Akt phos inh,A549 viability,EPAC2 antagonist
COCCNC(=O)C(c1ccc(O)cc1)N(Cc1cccs1)C(=O)CCC(=O)Nc1ccccn1 (stereo not drawn),4%,2%,-0.2%,-1.3,-11%,-1%,i,-10%,8%
Cc1cc(=O)[nH]c(N/N=C/c2c(F)c(F)c(F)c(F)c2F)n1,5%,-6%,9.9%,-0.4,13%,0%,i,1%,5%
COc1cccc(NC(=O)C(Cc2ccccc2)NS(=O)(=O)c2ccc3c(c2)oc(=O)n3C)c1 (stereo not drawn),?,·,2.1%,·,-19%,·,·,-7%,·

(further entries)
SMILES	TGFb SMAD3 inh	EPAC2 ag	Nrf2 activator	CCT chaperon mod	Nrf2 block	Mm-Cpn inhibitor	Akt phos inh	A549 viability	EPAC2 antagonist
COCCCn1c(=O)c2ccccc2n2c(=S)[nH]nc12	0%	7%	0.3%	1.8	4%	-2%	i	1%	0%
Oc1ccc(C=NC2CCCCC2)cc1	-3%	17%	-0.3%	-4.0	-5%	-6%	i	2%	3%
Cc1nn(-c2ccccc2)c(-n2cccc2)c1C(=O)NCc1ccccc1Cl	?	·	0.7%	·	?	·	·	4%	·
O=C(Nc1nc(-c2ccc(Cl)s2)cs1)c1ccco1	?	8%	?	-0.6	?	-12%	i	-12%	-7%
Cc1ccsc1/C=C1\CCC(C2CCCC2)C1=O (stereo not drawn)	-24%	5%	5.6%	2.5	?	1%	i	-6%	1%
CCC(=O)OCc1c(C(F)(F)F)nn(C)c1Sc1ccc(Cl)cc1	0%	7%	-0.1%	-1.8	?	1%	·	-4%	-18%
Cc1cc(-c2nnc(SCC(=O)c3ccc(Cl)cc3)o2)no1	-14%	3%	0.4%	2.3	13%	-2%	i	0%	-27%
